Screening data: PubChem BioAssay, National Center for Advancing Translational Sciences (NCATS)
JMJD2A Tudor inh – JMJD2A Tudor domain (human) inhibition; Potency, µM (top dose mostly 114 µM), without a hit: top-dose activity change, negative = inhibition, usual class: inhibitors; O75164; 390,000 compounds, 4.4% hits; AlphaScreen JMJD2A-Tudor / H3K4me3 peptide binding; further: potency means the concentration at half of the fitted maximal effect; on the % scale 0 is the no-effect control and ±100 the full control effect; nearly all actives have a fitted effect of over 50% in size
ERG Ets-DNA blk – blocks human ERG Ets domain binding to DNA; P11308; 370,000 compounds, 0.028% hits; Potency, µM (series often up to 76.9 µM), for the others: at the top dose FP activity, negative = inhibition, usual class: inhibitors; fluorescence polarization, His-ERG Ets domain / labelled DNA; active means well fitted inhibition curve with a large enough effect in the polarisation, with a control signal flat; inconclusive means small, poorly fitted or top-dose-only effect, or effect the other way, or a change in a side signal; inactive means no such curve, though single readings can be large or run the other way; the % refers to the polarisation;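 further: polarization taken with two DNA probes labelled with fluorescein and Texas red; potency means the concentration at half of the fitted maximal effect; % of control where 0% means no effect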
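His-tagged ERG Ets domain (1 uM in the protein solution; 300mM KCl, 50mM Tris-HCl, 1mM EDTA, 1mM DTT, pH 7.5) received compound, then a probe mix of 5 nM fluorescein-DNA and 100nM Texas-615-DNA. Fluorescence polarization was read for both dyes.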
RGS4 inh – inhibitors of human regulator of G protein signaling 4 | 390,000 compounds, 0.039% hits | Transcreener GDP fluorescence polarization, RGS4-accelerated GTP hydrolysis | P49798 | Potency, µM (titrated, usually from 114 µM), for inactives: at the highest dose activity change, negative = inhibition, hits mostly inhibitors; further: potency means the concentration at half of the fitted maximal effect; on the % scale 0 is the no-effect control and ±100 the full control effect; nearly all actives have a fitted effect of over 75% in size; some results filed as inactive show a strong effect at the top dose
Target sequence (P49798 whole entry, looked up): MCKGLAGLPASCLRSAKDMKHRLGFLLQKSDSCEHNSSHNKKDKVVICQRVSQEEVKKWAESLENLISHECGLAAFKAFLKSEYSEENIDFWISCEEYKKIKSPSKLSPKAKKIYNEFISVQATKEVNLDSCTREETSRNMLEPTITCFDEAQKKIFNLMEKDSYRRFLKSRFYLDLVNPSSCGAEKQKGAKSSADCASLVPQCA
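MLSMR compounds (23 nl, pin-transferred) preincubated 10 min at room temperature with a 500nM (2x) first reagent, then RGS4 at 900nM (2x) plus Transcreener GDP mix added; fluorescence polarization (620/688 nm) read before and after 90 min at 30 °C.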
G9a inh – blocks human histone lysine methyltransferase G9a | Q96KQ7 | 350,000 compounds, 8.8% hits | AID 504332 | G9a H3K9 monomethylation, AlphaScreen, 2 h | Potency, µM (highest dose often 102 µM), inactives show top-dose activity, negative = inhibition, hits mostly inhibitors; further: potency means the concentration at half of the fitted maximal effect; on the % scale 0 is the no-effect control and ±100 the full control effect; nearly all actives have a fitted effect of over 75% in size
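G9a (20 nM) was preincubated 15 min with compound, then reacted 2 h at room temperature with 500 nM biotin-H3K9 peptide and 20 µM SAM. Monomethyl-H3K9 detected by AlphaScreen using anti-H3K9me1 antibody.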
BAZ2B block – BAZ2B (human) inhibition | Q9UIF8 | AlphaScreen BAZ2B-H3K14Ac peptide displacement | Potency, µM (highest dose often 114 µM), for the others: top-dose activity change, negative = inhibition, hits mostly inhibitors | 360,000 compounds, 4.4% hits | AID 504333; further: potency means the concentration at half of the fitted maximal effect; on the % scale 0 is the no-effect control and ±100 the full control effect; nearly all actives have a fitted effect of over 60% in size
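Multi-concentration screen (max 110 uM) measuring displacement of acetylated histone H3 peptide from BAZ2B by AlphaScreen, using 50 nM protein, 50 nM peptide and 10 ug/mL streptavidin donor plus Ni-chelate acceptor beads.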
ALOX12 inh – blocks human arachidonate 12S-lipoxygenase; P18054; purified 12hLO, xylenol orange hydroperoxide absorbance; Potency, µM (series often up to 108 µM), for inactives: at the highest dose activity change, negative = inhibition, usual class: inhibitors; 580,000 compounds, 1.1% hits; AID 1671190; further: potency means the concentration at half of the fitted maximal effect; on the % scale 0 is the no-effect control and ±100 the full control effect
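Hydroperoxide product was detected by ferrous iron/xylenol orange as the 573 to 405 nm absorbance ratio. Arachidonic acid at 40 uM (final) was turned over for 30 min at room temperature by 150 nM human 12hLO, pH 7.0 Hepes buffer, after 15 min compound preincubation.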
PI4K2A block – blocks human PI4K2A kinase activity; activity change, negative = inhibition, % at 76.9 µM; purified PI4K2A, ADP-Glo luminescence, 1 h; stronger effect = lower value; 420,000 compounds, 0.13% hits; Q9BTU6; in the data active means activity change below about -50%; inconclusive means mostly about -30% to -49%;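 further: -100% = wells without enzyme as full effect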
Target sequence (Q9BTU6 whole entry, looked up): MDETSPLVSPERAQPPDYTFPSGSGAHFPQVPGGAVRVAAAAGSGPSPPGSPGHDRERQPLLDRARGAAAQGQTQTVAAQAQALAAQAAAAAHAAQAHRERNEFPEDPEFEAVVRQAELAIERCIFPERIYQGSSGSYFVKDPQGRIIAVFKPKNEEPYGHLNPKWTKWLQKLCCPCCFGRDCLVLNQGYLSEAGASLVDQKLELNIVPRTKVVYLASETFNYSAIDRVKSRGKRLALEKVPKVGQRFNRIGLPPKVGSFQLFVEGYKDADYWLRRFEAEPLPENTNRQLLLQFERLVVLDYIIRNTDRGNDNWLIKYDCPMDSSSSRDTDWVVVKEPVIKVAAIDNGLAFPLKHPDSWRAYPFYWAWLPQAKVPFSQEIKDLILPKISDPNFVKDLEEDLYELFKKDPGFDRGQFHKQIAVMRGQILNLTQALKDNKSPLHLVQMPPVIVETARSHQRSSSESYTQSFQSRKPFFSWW
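In this quantitative HTS, ADP production by PI4K2A was quantified luminescently after 1 h at ambient temperature; 100 microM adenosine served as plate-quality control.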
GLS inh – glutaminase GLS (human) inhibition. O94925. GLS enzymatic activity, qHTS titration. Potency, µM (top dose mostly 45.5 µM), for inactives: at the top dose activity change, negative = inhibition, actives largely listed as inhibitors. 410,000 compounds, 0.21% hits. AID 624170; further: potency means the concentration at half of the fitted maximal effect; on the % scale 0 is the no-effect control and ±100 the full control effect
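Read-out is an Amplex red fluorescence increase coupled through glutamate oxidase and HRP, measured before and after 30 min room-temperature incubation. hKGA is in 45 mM KH2PO4 (pH 8.2) with 0.02% Tween-20; glutamine added as 1mM solution.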
HP1b chromo inh – blocks HP1-beta chromodomain binding to methylated histone tails; P83916; AlphaScreen HP1-beta / biotin-H3K9me3 peptide binding; Potency, µM (titrated, usually from 114 µM), for inactives: top-dose activity change, negative = inhibition, actives largely listed as inhibitors; 390,000 compounds, 0.56% hits; further: potency means the concentration at half of the fitted maximal effect; nearly all actives have a fitted effect of over 70% in size; inactives centre near 23
Target sequence (P83916 whole entry, looked up): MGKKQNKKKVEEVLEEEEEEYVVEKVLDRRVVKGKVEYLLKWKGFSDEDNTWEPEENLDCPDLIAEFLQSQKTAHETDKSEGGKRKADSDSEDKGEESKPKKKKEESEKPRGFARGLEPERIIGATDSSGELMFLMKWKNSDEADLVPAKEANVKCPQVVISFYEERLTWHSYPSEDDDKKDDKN
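HP1-beta protein (50 nM final) preincubated 30 min at room temperature with biotinylated H3(1-18)K9me3 peptide (50 nM) in PBS pH 7.4, 0.01% Tween-20, then compound added for 30 min. AlphaScreen streptavidin donor/nickel chelate acceptor beads (10 ug/mL final), 30 min dark, luminescence read.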
An asterisk follows results filed as active; ? = inconclusive; nt = no result given; [ ] = another dose, or the depositor's remark. Unless noted, the call rests on the fitted dose curve; in most records, active means well fitted curve in the direction sought with a large enough effect; inconclusive means small, poorly fitted or top-dose-only effect, or another doubt; inactive means no such curve, though single readings can be large; an effect the other way counts as inactive or inconclusive.

SMILES	JMJD2A Tudor inh	ERG Ets-DNA blk	RGS4 inh	G9a inh	BAZ2B block	ALOX12 inh	PI4K2A block	GLS inh	HP1b chromo inh
CCOc1ccc2nc(C)cc(Nc3cccc([N+](=O)[O-])c3)c2c1	-35%	2%	2%	?	-28%	?	-2	2%	?
CCCCC(=O)Nc1ccc2c(c1)OCCO2	-22%	-1%	-6%	-37%[59 µM]	-13%	48%[activator]	3	5%	29%
Cc1ccc(S(=O)(=O)/N=C(\Nc2cc(C)on2)c2ccc(Cl)cc2)cc1	-2%	9%	-5%	?	-35%	-15%	2	-14%	45%[activator]
C/C(=N\NC(=O)CC1N=C(Cc2ccccc2)NNC1=O)c1ccc(Cl)cc1Cl (stereo unspecified)	-3%	0%	22%	30%[12.7 µM]	-5%	17%	1	18%	57%[activator]
Cc1nc([N+](=O)[O-])c(Sc2nc3ccccc3[nH]2)n1Cc1ccccc1	-14%	-5%	7%	13%[59 µM]	9%	1%	5	-2%	27%
Cc1cc2cc(CN(CCN(C)C)C(=S)NCc3ccco3)c(=O)[nH]c2cc1C	?	6%	-39%	13%[12.7 µM]	71µM*	-7%	3	-6%	-23%
N#CCCN(C(=O)COC(=O)CCC(=O)c1ccc(F)cc1)c1ccccc1	-12%	-5%	-10%	-9%[59 µM]	-5%	21%	3	-4%	30%
CCOc1ccccc1N(C)C(=O)Cn1ncc2c([nH]c3ccccc32)c1=O	-18%	6%	1%	13%	-13%	8%	6	-2%	22%
COc1ccccc1NC(=O)C(C)n1cnc2c(oc3nc4c(cc32)CCCC4)c1=O (stereo unspecified)	0%	-2%	-17%	-10%	-19%	-4%	-3	3%	17%
COc1ccc(-c2[nH]ncc2Oc2ccccc2OC)c(O)c1	?	-2%	-26%	4%[59 µM]	-34%	?	1	10%	25%
O=C(CCn1c(=O)[nH]c2ccccc2c1=O)N1CC=C(c2ccccc2)CC1	-6%	-12%	0%	?	0%	4%	0	-11%	19%
CCCCc1ccc(C(=O)Nc2ccc3nc(N4CCN(CC)CC4)cc(C)c3c2)cc1	-2%	-3%	3%	-2%[59 µM]	3%	?	-4	-9%	31%
C=CCc1cc(Cl)ccc1OCCNCCCOC	2.5µM*	-10%	-5%	20µM*	3%	-15%	2	-3%	?
CSCCC(NC(=O)c1ccco1)C(=O)OCC(=O)N(Cc1ccccc1)C(C)(C)C (stereo unspecified)	-21%	-2%	-27%	?	-21%	?	1	5%	19%
CC(C)Oc1cccc(C(=O)Nc2ccc3oc(-c4cccc(Cl)c4)nc3c2)c1	-8%	-9%	-28%	-8%[59 µM]	0%	0%	2	-14%	31%
COc1ccc(CNC(=O)CCSCc2ccccc2C)cc1	-9%	-4%	-5%	20%	-27%	6%	3	1%	40%[activator]
Cc1cccc(S(=O)(=O)N2CN(CC3CCCO3)c3nc4ccccc4nc32)c1 (stereo unspecified)	-27%	-13%	-14%[56.9 µM]	50µM*	-27%	?	0	-1%	53%[activator]
Cc1cccc(/C=N/n2c(-c3ccncc3)n[nH]c2=S)c1	2.8µM*	-4%	-35%	1µM*	-8%	?	-3	?	-37%
O=C(Nc1c(C(=O)N2CCN(c3ccccc3)CC2)oc2ccccc12)c1ccco1	?	-2%	6%	?	?	-25%	1	-1%	2%
O=C(c1ccc(C(F)(F)F)cc1)N1CCC(=O)N([C@H](COCc2ccc(Cl)cc2)Cc2ccccc2)CC1	nt	nt	nt	?	nt	?	-3	1%	nt
Nc1ccc(S(=O)(=O)N2CCCC2C(=O)O)cc1 (stereo unspecified)	-12%	6%	12%	-50%	-31%	-21%	1	-2%	13%
O=C(COC(=O)Cn1ccc(=O)[nH]c1=O)Nc1ccc(F)cc1	-11%	-5%	-31%	nt	nt	19%	4	-5%	30%
CC1CCCC(NC(=S)NC(=O)c2ccccc2Br)C1C (stereo unspecified)	4%	-5%	-40%	30%[59 µM]	31%[activator]	22µM*	0	0%	39%
CCCN(Cc1cccs1)C(=O)Nc1ccc(Br)cc1F	-10%	1%	13%	-10%[59 µM]	-4%	-20%	9	-35%	23%
Cc1ccc(S(=O)(=O)c2nc(-c3ccccc3)oc2NCc2cccnc2)cc1	?	-7%	15%	50µM*	?	8%	-9	11%	57%[activator]

Other compounds follow.
SMILES	JMJD2A Tudor inh	ERG Ets-DNA blk	RGS4 inh	G9a inh	BAZ2B block	ALOX12 inh	PI4K2A block	GLS inh	HP1b chromo inh
CSc1nc(NC(C)(C)C)nc(Oc2ccc(=O)n(C)n2)n1	1%	-4%	-17%	-35%[0.0925 µM]	9%	-18%	4	9%	8%
CCn1c(COc2ccc(=O)n(-c3ccccc3)n2)nnc1SCC(=O)OC	-14%	-7%	9%	-3%	-14%	-14%	0	-7%	23%
CCOC(=O)c1c(-c2ccc3ccccc3c2)csc1NC(=O)CCCC(=O)O	-19%	-6%	-54%	?	-39%	?	7	-3%	9%
Cn1c(NCCCO)nc2c(c1=O)C1(CCCCC1)Cc1ccccc1-2	-19%	-1%	29%	0%	-29%	7%	4	7%	5%
CCOC(=O)N1CCN(C(=O)C(NC(=O)c2ccco2)C(C)C)CC1 (stereo unspecified)	-13%	4%	-6%	40%	-1%	18%	-4	6%	24%
O=C(Cn1cnc2c(NCc3ccccc3)ncnc21)NCc1ccc2c(c1)OCO2	-12%	7%	11%	nt	nt	0%	-3	-1%	15%
O=C1C=C(c2ccccc2)C(O)(c2ccccc2)C1 (stereo unspecified)	-13%	nt	10%	-7%[59 µM]	8%	12%	-3	-1%	20%
Cc1ccc(OCC(=O)N2CCN(C(=O)c3ccncc3)CC2)cc1	7%	13%	-3%	?	-6%	0%	3	2%	40%[activator]
COc1ccccc1NS(=O)(=O)c1cc(NC(=O)C2CCCC2)ccc1N1CCOCC1	?	3%	-18%	8.9µM*	-27%	-28%	-21	30%[activator]	?
CCc1ccc2nc3c(c(C(=O)O)c2c1)CCC3	-33%	5%	-19%	50µM*	?	?	3	?	0%
Cc1noc(C)c1COc1ccc(C(=O)OC(C)C(=O)Nc2ccc(N3CCOCC3)cc2)cc1 (stereo unspecified)	-27%	1%	-4%	-37%[12.7 µM]	-11%	0%	-10	35%[activator]	3%
CC(Sc1nnnn1C1CCCC1)C(=O)Nc1cccc(S(=O)(=O)N2CCOCC2)c1 (stereo unspecified)	-13%	-3%	-15%	-17%[12.7 µM]	-2%	75%[activator]	0	7%	23%
COc1ccc(NS(=O)(=O)c2cc3c4c(c2)CC(=O)N4CCC3)cc1Cl	-14%	0%	21%	?	-8%	-28%	2	1%	27%
Fc1ccc(-c2nc3c(Cl)cc(C(F)(F)F)cn3c2Cl)cc1	25%	9%	-15%	-5%[59 µM]	5%	-3%	-4	-2%	36%[activator]
CN1CCN(CCCNc2c(C=O)c(=O)[nH]c3ccccc23)CC1	-27%	3%	2%	?	-31%	-4%	-5	-10%	34%
O=C(CC1NCCN(Cc2ccccc2)C1=O)Nc1ccccc1 (stereo unspecified)	-4%	-1%	31%	3%	-2%	460%[activator]	-6	1%	27%
Cc1ccc(-n2c(SCCC(C)C)nc3sc4c(c3c2=O)CC(C)(C)OC4)cc1	-15%	-2%	-4%	2%[59 µM]	1%	-23%	0	11%	23%
Cc1cc2c(cc1S(=O)(=O)CCC(=O)N1CCCC(C)C1)OCC(=O)N2 (stereo unspecified)	-27%	2%	-4%	-31%[59 µM]	-34%	0%	-6	1%	18%
CCOC(=O)c1cnc2c(Cl)cc(Cl)cc2c1Nc1cc(C(=O)O)ccc1C	-21%	0%	-5%	-41%[59 µM]	-15%	0%	-1	4%	18%
CCOc1ccc(NC(=O)CSc2cc(C)c3ccccc3n2)cc1	-4%	3%	-14%	4%[59 µM]	4%	0%	-2	5%	47%[activator]
Cc1nc(SCC(N)=O)[nH]c(=O)c1CCC(C)C	2%	-17%	-5%	-13%[59 µM]	9%	0%	2	5%	49%[activator]
Cc1ccc(N=Nc2c(C)[nH][nH]c2=O)c(C)c1	?	-1%	-15%	?	?	-26%	-4	4%	-24%
CCOc1ncccc1C(=O)OCC(=O)c1ccc[nH]1	-8%[57.1 µM]	1%	23%	14%	-2%	17%	0	-12%	49%[activator]
CCN(C(=O)COC(=O)/C=C/c1cccc([N+](=O)[O-])c1)c1c(N)n(Cc2ccccc2)c(=O)[nH]c1=O	-3%	7%	4%	?	13%	18%	1	1%	32%
O=C(Nc1ccccc1)/C(=C\c1cccs1)NC(=O)c1ccccc1	-11%	10%	-9%	32%[59 µM]	17%	-10%	-22	12%	23%
Cc1cc(C(=O)N/N=C/c2cc(Cl)cc([N+](=O)[O-])c2O)c2ccccc2n1	56µM*	2%	-21%	?	40µM*	?	3	-5%	?
CCOC(=O)c1c(C)[nH]c(C(=O)OCc2c(C)noc2C)c1C	-24%	3%	-12%	12%	-24%	0%	-1	-1%	5%

JMJD2A Tudor inh, entries above that show a hit
SMILES	JMJD2A Tudor inh	ERG Ets-DNA blk	RGS4 inh	G9a inh	BAZ2B block	ALOX12 inh	PI4K2A block	GLS inh	HP1b chromo inh
C=CCc1cc(Cl)ccc1OCCNCCCOC	2.5µM*	-10%	-5%	20µM*	3%	-15%	2	-3%	?
Cc1cccc(/C=N/n2c(-c3ccncc3)n[nH]c2=S)c1	2.8µM*	-4%	-35%	1µM*	-8%	?	-3	?	-37%
Cc1cc(C(=O)N/N=C/c2cc(Cl)cc([N+](=O)[O-])c2O)c2ccccc2n1	56µM*	2%	-21%	?	40µM*	?	3	-5%	?

Not all compounds are listed. The share of hits here may be higher or lower than overall.
